Assay outcomes: PubChem, several laboratories
TMEM16A act = mouse TMEM16A channel activation, primary screen | Q8BHY3 | HEK293 TMEM16A/YFP-H148Q/I152L, iodide quench fluorescence; stronger effect = lower value | B-score at 10 µM | actives 0.3% (n = 340,000) | AID 623877;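 active means fluorescence-ratio B-score plate-corrected deviation score at least 3 library SD below zero, with starting fluorescence score within 5 deviations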;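 further: channel opened by trigger with iodide after compound preincubation; score built on the fluorescence ratio of max minus min over baseline; more negative score means more quench and so TMEM16A activation or potentiation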
HDAC3 inhib = human HDAC3 inhibition | recombinant HDAC3, fluorogenic peptide/trypsin coupled, fluorescence | inhibition, % at 8.3 µM | actives 0.15% (n = 320,000) | AID 2718; in the data active means inhibition above about 26%, passing the limit was not always enough; inconclusive means no clear call, values can overlap the other calls
Target sequence (O15379 whole entry, looked up): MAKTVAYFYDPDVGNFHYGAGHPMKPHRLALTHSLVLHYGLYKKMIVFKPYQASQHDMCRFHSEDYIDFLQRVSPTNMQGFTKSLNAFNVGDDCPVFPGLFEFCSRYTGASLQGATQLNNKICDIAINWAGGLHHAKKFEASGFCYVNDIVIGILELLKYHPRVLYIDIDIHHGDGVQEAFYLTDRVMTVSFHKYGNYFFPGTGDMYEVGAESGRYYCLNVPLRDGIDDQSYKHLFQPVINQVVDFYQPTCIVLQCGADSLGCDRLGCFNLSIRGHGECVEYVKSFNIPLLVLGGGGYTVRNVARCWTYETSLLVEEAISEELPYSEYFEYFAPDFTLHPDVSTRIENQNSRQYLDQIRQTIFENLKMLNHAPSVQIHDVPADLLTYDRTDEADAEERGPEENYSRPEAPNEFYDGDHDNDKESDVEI
KCNK3 inh = human KCNK3 channel inhibition, primary screen; O14649; CHO-KCNK3 thallium flux, FluxOR fluorescence; stronger effect = lower value; B-score at 10 µM; actives 0.84% (n = 340,000); AID 602410;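 active means B-score under library mean minus 4 SD, starting fluorescence ratio at most library mean plus 5 SD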;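 further: more negative B-score means stronger inhibition of thallium flux through KCNK3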
Target sequence (O14649 whole entry, looked up): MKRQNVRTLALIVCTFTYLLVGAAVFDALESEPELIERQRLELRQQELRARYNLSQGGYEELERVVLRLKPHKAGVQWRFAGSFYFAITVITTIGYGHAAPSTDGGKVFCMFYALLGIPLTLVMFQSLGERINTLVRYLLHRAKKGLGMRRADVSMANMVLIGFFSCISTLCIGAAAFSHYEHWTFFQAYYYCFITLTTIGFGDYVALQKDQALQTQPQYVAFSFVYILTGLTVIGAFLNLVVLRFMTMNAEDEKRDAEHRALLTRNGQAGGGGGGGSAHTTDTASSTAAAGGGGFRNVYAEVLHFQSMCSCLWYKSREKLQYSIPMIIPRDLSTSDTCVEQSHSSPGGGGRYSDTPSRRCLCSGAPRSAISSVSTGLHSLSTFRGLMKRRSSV
Numbers without * were called inactive; i = inactive; u = inconclusive. Not all compounds are listed (hit frequency here may not be typical).

SMILES	TMEM16A act	HDAC3 inhib	KCNK3 inh
O=C(CCNS(=O)(=O)c1cccs1)N1CCN(c2cccc(C(F)(F)F)c2)CC1	i	3.9	i
CCOC(=O)c1ccc(S(=O)(=O)N2CCN(CCc3ccncc3)CC2)cc1	i	6.7	i
O=C(CN1CCN(c2ccc(O)cc2)CC1)NCC(=O)Nc1ccc(F)c(F)c1F	i	-2.2	i
CCCCN(C(=O)CC1CCCCC1)c1c(N)n(CC(C)C)c(=O)[nH]c1=O	i	4.0	i
CN(CC(=O)Nc1cc(S(=O)(=O)N2CCCCCC2)ccc1Cl)Cc1ccc2c(c1)OCO2	-13.5*	11.9	i
O=C(c1cc(F)c(F)c(F)c1F)N1CCN(C(=O)C2CCCO2)CC1 (stereo not drawn)	i	0.4	i
COc1ccccc1CCNC(=O)c1ccc(NC(=O)CC2SC(N3CCCCC3)=NC2=O)cc1 (stereo not drawn)	i	-0.4	i
CC(C)NC(=O)Nc1cccc2c1O[C@H](CN(C)S(C)(=O)=O)[C@@H](C)CN([C@H](C)CO)C2=O	i	2.9	i
CCCCNC(=O)N(O)C1N(/N=C/c2ccco2)C(=S)SC1(C)C (stereo not drawn)	i	-1.8	i
O=C(NCc1ccc(F)cc1)c1cccc2c1C(=O)c1ccc(N3CCOCC3)cc1S2(=O)=O	i	-4.4	i
CC(C)C(NC(=O)c1c(F)cccc1F)C(=O)N1CCN(c2ncccn2)CC1 (stereo not drawn)	i	-9.8	i
O=C(CNS(=O)(=O)c1ccccc1)OCC(=O)c1c[nH]c2ccccc12	i	-1.6	i
CCOc1ccc(NS(=O)(=O)c2cc(C(=O)NCCCN3CCCC3=O)ccc2C)cc1	i	0.5	i
Cc1ccc2c(c1)C1C[N+](C)(CC(=O)c3ccccc3)CCC1N2C(=O)c1ccccc1Cl (stereo not drawn)	i	1.8	i
COc1ccc(-c2oc(=O)c3cc(OC)c(OC)cc3c2/C=C/c2ccc(OC(C)=O)cc2)cc1	i	-5.4	i
COc1ccc(-c2c(-c3cc(OC)cc(OC)c3)sc3ccc(OC)cc23)cc1	i	10.1	i
COc1cc(C(=O)NNC(=O)CN2C(=O)NC(C)(c3ccc(C)cc3)C2=O)cc(OC)c1OC (stereo not drawn)	i	4.4	i
CCN(CC)S(=O)(=O)c1ccc(N2CCCC2)c(NC(=O)c2ccc([N+](=O)[O-])o2)c1	i	8.1	i
COc1ccc(NC(C)=O)cc1S(=O)(=O)N1CCN(Cc2cccs2)CC1	i	2.0	i
COc1ccc(NC(=O)Nc2ccc3c(c2)CC(=O)N([C@H](C)CO)C[C@H](C)[C@H](CN(C)Cc2ccc(C(=O)O)cc2)O3)cc1	i	1.5	i
COc1ccc(C(=O)OCC(=O)NC(=O)Nc2ccccc2F)c(OC)c1	i	-1.7	i
O=C(NCC(=O)N1CCCCCCC1)c1ccco1	i	0.5	i
CC(NC(=O)C(C)N1CCN(S(=O)(=O)c2ccccc2)CC1)c1ccccc1 (stereo not drawn)	i	17.2	i
CC/C=C(/NC(C)=O)c1ccccc1	i	-0.7	i
Cc1ccc(C(=O)OCc2cc(=O)n3ccsc3n2)s1	i	-1.1	i
CC(C)CC1NC(=O)N(CC(=O)N(C)C2CCCCC2)C1=O (stereo not drawn)	i	1.8	i
CNC[C@@H]1Oc2ccc(NC(=O)Nc3ccccc3)cc2C(=O)N([C@@H](C)CO)C[C@H]1C	i	3.5	i
Cc1ccnc2nc(C(=O)OCC(=O)N(Cc3ccccc3)C(C)C)nn12	i	-1.3	i
COc1ccc(C(CNC(=O)c2cccc(S(=O)(=O)N3CCOCC3)c2)N2CCCC2)cc1 (stereo not drawn)	i	2.2	i
Cc1ccnc2nc(C(=O)OCC(=O)c3ccc(NC(=O)CC(C)C)cc3)nn12	i	-5.3	i
O=C1c2ccc(Cl)cc2S(=O)(=O)c2cccc(C(=O)N3CCN(c4ncc(Br)cn4)CC3)c21	i	5.0	i
CCCCN1CCNC[C@@H]1c1ccccc1	i	-6.6	i
C[C@@H](C(=O)OCC(=O)c1ccc(F)c(F)c1)N1C(=O)C2CCCCC2C1=O (stereo partly drawn)	i	0.1	i
NS(=O)(=O)c1cccc(NC(=O)COC(=O)CCC2CCCC2)c1	i	6.1	i
O=C(COc1ccc(-n2cnnn2)cc1)Nc1ccc(F)c(F)c1	i	-0.4	i
COc1cccc(C(=O)NOCc2ccc(C)cc2)c1OC	i	-1.6	i
Cc1ccc(S(=O)(=O)Nc2cccc3c2O[C@H](CN(C)Cc2ccc(-c4ccccc4)cc2)[C@@H](C)CN([C@H](C)CO)C3=O)cc1	i	u	i
CCCCn1c(N)c(N(C)C(=O)c2ccc(-n3cccn3)cc2)c(=O)[nH]c1=O	i	3.9	i
CCN(C[C@H]1N[C@@](C)(C(=O)OC)[C@H]2C(=O)N(Cc3ccccc3)C(=O)[C@@H]12)C(=O)Nc1ccc(OC)cc1	i	-2.7	i
C=CCC[C@H](Cc1ccc(F)cc1)C(=O)OC[C@@H](Cc1c[nH]c2ccccc12)NC(=O)[C@H](CC=C)CC(=O)N(CCO)Cc1ccccc1	i	-0.6	i
Cc1cnc(C(=O)OCC(=O)N(Cc2ccccc2)C(C)(C)C)cn1	i	0.1	i
C[C@@H]1COC(=O)[C@H](Cc2ccc(F)cc2)CC/C=C/C[C@@H](CC(=O)N[C@H](CO)Cc2ccccc2)C(=O)N1	i	-4.0	i
COc1cccc(-c2ncc3ccccc3c2COC(=O)CCCC(=O)O)c1	i	4.0	i
Cc1cccc(C(=O)OCC(=O)N2CCCCCC2)c1C	i	0.9	i
COc1ccc(C(=O)N2CCN(c3ncccn3)CC2)cc1S(=O)(=O)N1CCOCC1	i	-9.3	i
CCN1C(=O)CC(c2ccccc2)N(C2CCCC2)c2nc(Nc3ccc(C(=O)NC4CCN(C)CC4)cc3OC)ncc21 (stereo not drawn)	i	-3.9	i
O=C(c1cccc(S(=O)(=O)N2CCOCC2)c1)N(Cc1ccco1)Cc1cccs1	i	2.2	i
CC(Oc1ccc(F)cc1)C(=O)Nc1ccccc1C(=O)N1CCCCC1 (stereo not drawn)	i	1.0	i
CCOc1ccc(NC(=O)COC(=O)c2ccc(S(=O)(=O)N3CCOCC3)cc2)cc1	i	1.7	i
COc1ccc(NC(=O)c2ccc(S(=O)(=O)N3CCCC3)cc2)cc1OC	i	5.1	i
Cc1c(NS(=O)(=O)c2cccc(C(=O)N3CCCC3)c2)c(=O)n(-c2ccccc2)n1C	i	u	i
COc1ccccc1C(=O)N(C)CC(=O)Nc1ccc(N2CCOCC2)cc1	i	-7.9	i
CCOc1cc(C(=O)N(C)CC(=O)Nc2cccc3ccccc23)ccc1OC	i	-7.0	i
CN(CC(=O)Nc1cccc(F)c1)C(=O)CN1c2cccc3cccc(c23)S1(=O)=O	i	-1.6	i
COc1ccc(Cl)cc1NC(=O)CN(C)CC(=O)NCc1ccc(F)cc1	i	1.9	i
CN(CC(=O)Nc1cccc(F)c1)C(=O)c1cn(-c2ccccc2)nc1-c1ccc(Cl)cc1	i	10.7	i
Cn1c(CC(=O)NNC(=O)c2ccc(Cl)nc2)nc2ccccc21	i	-6.1	i
COC(=O)C1CC(O)CN1S(=O)(=O)c1ccc2ccccc2c1 (stereo not drawn)	i	6.3	i
CCOCc1c(C(=O)N2CCN(Cc3ccc(Br)s3)CC2)oc2ccccc12	i	3.6	i
Cc1ccc(SCCC(=O)N2CCN(S(=O)(=O)c3ccccc3)CC2)cc1	i	6.6	i
(further entries)
SMILES	TMEM16A act	HDAC3 inhib	KCNK3 inh
COCCC(C(=O)Oc1c(C(C)(C)C)cc(C)cc1C(C)(C)C)c1ccccc1 (stereo not drawn)	i	-2.7	i
Cc1ccc(C(=O)COC(=O)c2ccc(Cl)c(N)c2)s1	i	0.1	i
Nc1c(C(=O)CSc2nccn2-c2ccc(Cl)cc2)c(=O)[nH]c(=O)n1C1CC1	i	4.3	i
CCN(CC)S(=O)(=O)c1cc(NC(=O)CSCc2c(C)noc2C)ccc1C	i	1.0	-10*
O=C(CN1C(=O)NC2(CCCc3ccccc32)C1=O)c1ccc(F)c(F)c1 (stereo not drawn)	i	0.8	i
COc1ccc(CC(=O)Nc2ccc(F)c(Cl)c2)cc1S(=O)(=O)N1CCOCC1	i	7.4	i
CCOc1ccc(C=NNc2ccc(S(=O)(=O)Nc3ccccc3C(=O)O)cc2[N+](=O)[O-])cc1	i	6.5	i
COCCn1c(C)cc(C(=O)COc2ccc(N(C)S(=O)(=O)c3ccc(C)cc3)cc2)c1C	i	2.4	i
COc1ccc(C(=O)NC(C)c2cccnc2)cc1S(=O)(=O)N(C)Cc1ccccc1 (stereo not drawn)	i	-11.6	i
CCN(C(=O)COc1cc(OC)ccc1C(C)=O)C1CCS(=O)(=O)C1 (stereo not drawn)	i	-0.6	i
CCCn1nc(C(=O)Nc2cc(S(=O)(=O)Nc3ccc(OC)cc3)ccc2O)c2ccccc2c1=O	i	-5.8	i
Cn1c(N)c(C(=O)COC(=O)/C=C/c2cccc(Br)c2)c(=O)n(C)c1=O	i	-7.3	i
Cc1ccc(S(=O)(=O)CC(=O)N2CCN(c3ccc([N+](=O)[O-])cc3)CC2)cc1	i	1.9	i
C[C@H]1COC(=O)[C@@H](Cc2ccc(F)cc2)C/C=C\C[C@@H](CC(=O)NCCO)C(=O)N1	i	7.8	i
Cc1ccc(C(=O)Nc2ccc(F)c(S(=O)(=O)N3CCOCC3)c2)s1	i	-4.7	i
COc1cccc(NC(=O)CN(C)C(=O)C(CCSC)NC(=O)c2ccco2)c1 (stereo not drawn)	i	-3.0	i
CSc1ccccc1NC(=O)COC(=O)c1cnc(C)cn1	i	1.9	i
CCN(CC)S(=O)(=O)c1cccc(C(=O)NC(C(=O)NCCc2ccccn2)C(C)C)c1 (stereo not drawn)	i	0.3	i
Cn1c(N)c(C(=O)COC(=O)c2ccc3ccccc3c2)c(=O)n(C)c1=O	i	-3.9	i
COc1ccc(CCC(=O)Nc2ccc(OC)c(S(=O)(=O)N3CCCCC3)c2)cc1	i	1.8	i
O=C(c1cccc(S(=O)(=O)NCc2ccccc2)c1)N1CCN(c2ccc(F)cc2)CC1	i	-1.2	i
CCOc1ncccc1C(=O)OC(C)C(=O)Nc1ccc(N2CCOCC2)cc1 (stereo not drawn)	i	-8.5	i
Cc1ccc(NC(=O)CCCc2nc3ccccc3c(=O)[nH]2)c(Cl)c1	i	-5.6	i
CCCCN1C(=O)C(=O)N(CC(=O)Nc2sc(C)c(C)c2C(=O)OC)C1=O	i	9.1	i
O=C(COC(=O)c1cncc(Br)c1)NCc1cccs1	i	2.1	i
COc1cccc(CNC(C)C(=O)Nc2ccc(S(=O)(=O)N3CCCC3)cc2)c1 (stereo not drawn)	i	0.2	i
NS(=O)(=O)c1ccc(CCNC(=O)COC(=O)COc2cccc(C(F)(F)F)c2)cc1	i	1.2	i
Cc1ccc(C2(C)NC(=O)N(CC(=O)N(c3ccccc3)C3CCS(=O)(=O)C3)C2=O)cc1 (stereo not drawn)	i	-6.9	i
COc1ccc(CC(=O)OCCc2cc3cc(OC)c(OC)cc3c(=O)o2)cc1	i	-1.6	i
CN(C)C(CNS(=O)(=O)c1ccc(Cl)cc1F)c1ccco1 (stereo not drawn)	i	-0.5	i
Cc1ccccc1NC(=O)Cc1nc(COC(=O)Cc2ccccc2F)cs1	i	5.5	i
CSCCC(NC(=O)c1ccco1)C(=O)NCC(c1ccccc1)N(C)C (stereo not drawn)	i	-2.1	i
CCN(CC)S(=O)(=O)c1ccc(N2CCOCC2)c(NS(=O)(=O)c2cccs2)c1	i	4.8	i
O=C(CCNC(=O)c1ccccc1Cl)NCc1ccco1	i	-3.3	i
CCN1CCN(C(=O)C(C)Oc2ccc(S(=O)(=O)N3CCCC3)cc2C(N)=O)CC1 (stereo not drawn)	i	5.7	i
Cc1ccc(CC(=O)Nc2ccc(S(=O)(=O)N3CCOCC3)cc2)cc1C	i	-3.9	i
C=CC[C@H](CC(=O)N(CCO)Cc1ccccc1)C(=O)N[C@@H](C)COC(=O)[C@H](CC=C)CC(=O)OC(C)(C)C	i	10.8	i
C[C@H](CO)N1C[C@H](C)[C@@H](CN(C)Cc2ccc(-c3ccccc3)cc2)Oc2c(NC(=O)Cc3ccccc3)cccc2C1=O	i	18.7	i
Cc1cccc(C)c1NC(=O)COC(=O)[C@@H]1CCCN1C(=O)c1cccs1	i	8.5	i
NC(=O)C1CCCN(CC(=O)Nc2cc(S(=O)(=O)N3CCOCC3)ccc2N2CCCC2)C1 (stereo not drawn)	i	-0.1	i

In the list so far, these have a furan ring, fused or not.
SMILES	TMEM16A act	HDAC3 inhib	KCNK3 inh
CCCCNC(=O)N(O)C1N(/N=C/c2ccco2)C(=S)SC1(C)C (stereo not drawn)	i	-1.8	i
CCN(CC)S(=O)(=O)c1ccc(N2CCCC2)c(NC(=O)c2ccc([N+](=O)[O-])o2)c1	i	8.1	i
O=C(NCC(=O)N1CCCCCCC1)c1ccco1	i	0.5	i
O=C(c1cccc(S(=O)(=O)N2CCOCC2)c1)N(Cc1ccco1)Cc1cccs1	i	2.2	i
CCOCc1c(C(=O)N2CCN(Cc3ccc(Br)s3)CC2)oc2ccccc12	i	3.6	i
COc1cccc(NC(=O)CN(C)C(=O)C(CCSC)NC(=O)c2ccco2)c1 (stereo not drawn)	i	-3.0	i
CN(C)C(CNS(=O)(=O)c1ccc(Cl)cc1F)c1ccco1 (stereo not drawn)	i	-0.5	i
CSCCC(NC(=O)c1ccco1)C(=O)NCC(c1ccccc1)N(C)C (stereo not drawn)	i	-2.1	i
O=C(CCNC(=O)c1ccccc1Cl)NCc1ccco1	i	-3.3	i
